# NPYLR7 agonist: mosquito NPYLR7 agonism; HEK293T NPYLR7/Galpha15, GCaMP6s calcium fluorescence; activation, % at 10 µM; hit rate 0.15% among 270,000; AID 1259423; in the data active means activation above about 40%;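 further: 0% = vehicle and 100% = reference agonist at the receptor; some compounds past the cut are filed as inactive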
# hcGAS lum: inhibitors of human cGAS; Q8N884; recombinant h-cGAS, ATP depletion, Kinase-Glo luminescence; inhibition, % at 12.5 µM; hit rate 0.081% among 290,000; AID 1259398;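 further: 0% = vehicle reaction and 100% = reaction without DNA for no activity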
# Target sequence (Q8N884 whole entry, looked up): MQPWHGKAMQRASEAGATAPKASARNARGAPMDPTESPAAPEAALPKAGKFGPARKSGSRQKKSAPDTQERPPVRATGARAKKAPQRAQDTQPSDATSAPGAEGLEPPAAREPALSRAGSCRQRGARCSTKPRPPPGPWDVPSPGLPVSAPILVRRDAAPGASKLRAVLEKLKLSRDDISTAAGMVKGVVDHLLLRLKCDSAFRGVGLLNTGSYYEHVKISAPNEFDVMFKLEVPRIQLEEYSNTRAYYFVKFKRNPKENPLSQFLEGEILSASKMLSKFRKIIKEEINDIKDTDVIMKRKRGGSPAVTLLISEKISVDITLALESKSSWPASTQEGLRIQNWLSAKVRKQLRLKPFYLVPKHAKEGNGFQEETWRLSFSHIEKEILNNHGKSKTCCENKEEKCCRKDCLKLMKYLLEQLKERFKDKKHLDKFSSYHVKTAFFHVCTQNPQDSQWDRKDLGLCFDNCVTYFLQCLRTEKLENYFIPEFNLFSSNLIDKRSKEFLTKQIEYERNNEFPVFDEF
# mcGAS inh: blocks mouse cGAS activity; Q8C6L5; recombinant cGAS, Kinase-Glo ATP depletion luminescence; hit rate 0.15% among 160,000; inhibition, % at 12.5 µM;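 further: 0% = negative control wells and 100% = reference inhibitor with no enzyme activity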
# * hit, by the source's call; . = no result given; & = joins results of further samples. Unless noted, no stated cut-off is given here; in the data, active means inhibition above about 40%; inactive means the rest. Rows are unselected (roughly 0.29% active in at least one column).
SMILES,NPYLR7 agonist,hcGAS lum,mcGAS inh
COCCN(CC(=O)Nc1nc(CC(=O)N2CCC(C(N)=O)CC2)cs1)C(=O)c1ccc(OC)cc1,15,1,-4
C1CCC(C2CCCN2Cc2nnnn2C2CC2)CC1 (stereo unspecified),2,-6,.
C=CCOc1c(OC)ccc2c1CN(CC=C)C(=O)CCN2[C@@H]1CCC[C@H]1O,1,-10,-8
COCCCNC(=O)Nc1nc2c(s1)CCCCCC2,.,-9,-5
COCCn1cnnc1CN(C)C(=O)c1ccc2c(c1)CCO2,4,1,4
O=C1C(C(c2ccccc2Cl)N2CCC(O)CC2)Sc2nc(-c3ccco3)nn21 (stereo unspecified),-6,-4,-7
COc1cccc(OCCc2c(C)n[nH]c2C)c1,6,-13,.
Cn1cc(NC(=O)c2cccc(Cl)c2)c(=O)n(C)c1=O,-12,0,.
Cc1ccc(CNC(=O)CCOc2ccc(Cl)cc2)cn1,20,-6,-18
COc1cccc(C(=O)N(CCCCN2C(=O)c3ccccc3C2=O)c2ccc(C)cc2)c1,-1,3,.
COc1nc2ccccc2cc1-c1csc(C(N)=O)c1,1,-1,.
COc1ccc(CCOc2nc(-c3ccc(C(F)(F)F)cc3)n(-c3cccc(NC(=O)c4cccc(OC)c4)c3)n2)cc1,17,-7,-4
COC(=O)N1CCC(NCc2c(C)c(C#N)n3ccccc23)CC1,1&2,-7&3,.
Cn1c2nc(=Nc3ccccc3)n3c(c2c(=O)n1-c1ccccc1)CCC3,0,0,-1
Cn1c(-c2ccncc2)nc2cc(C(=O)NCc3ccccc3F)cc(NC(=O)C3CCC3)c21,30,-7,-12
CC1CCN(C(=O)CC2CSc3nc4c(c(=O)n32)CCC4)CC1 (stereo unspecified),-2,-8,.
CC(CC(=O)Nc1ccccc1C(C)C)NCCc1ccc(F)cc1 (stereo unspecified),4,-10,.
Cc1ccc(CN(Cc2ccco2)CC(O)Cc2ccccc2)s1 (stereo unspecified),0,-4,-4
Cc1cnc(C)c(N2CCCC(CO)(Cc3cccc(Cl)c3)C2)n1 (stereo unspecified),13,-5,-7
COc1ccc(Br)cc1C1c2cc3c(cc2OC(=N)C1C#N)OCO3 (stereo unspecified),4,-3,.
CC(=O)Nc1ccc(CN2CCN(CC3CCCCC3)C(CCO)C2)cc1 (stereo unspecified),11,-6,.
COc1cccc2ccc(CN3CCN(Cc4ccsc4)C(CCO)C3)nc12 (stereo unspecified),10,-11,-9
O=C(O)CC1Sc2ccccc2NC1=O (stereo unspecified),1,-4,.
FC(F)(F)c1ccccc1-c1nc(N2CCN(c3ncccn3)CC2)c2ccccc2n1,5,-5,-6
O=C1C(=Cc2ccco2)SC(=S)N1CC1CCCO1 (stereo unspecified),-6,-5,.

# Next section; it opens with the 4 that closed the last part.
SMILES,NPYLR7 agonist,hcGAS lum,mcGAS inh
COc1cccc2ccc(CN3CCN(Cc4ccsc4)C(CCO)C3)nc12 (stereo unspecified),10,-11,-9
O=C(O)CC1Sc2ccccc2NC1=O (stereo unspecified),1,-4,.
FC(F)(F)c1ccccc1-c1nc(N2CCN(c3ncccn3)CC2)c2ccccc2n1,5,-5,-6
O=C1C(=Cc2ccco2)SC(=S)N1CC1CCCO1 (stereo unspecified),-6,-5,.
CCn1cc(C(CC(=O)NCc2cccnc2)c2cc(OC)cc(OC)c2)c2ccccc21 (stereo unspecified),4,-7,-9
CNC(=O)c1nnc2n1CCN(Cc1cccc(OC)c1F)C2,-1,-3,.
CC(C)CN(Cc1cc(Cl)ccc1OS(C)(=O)=O)C(=O)C1CCC1,22,-6,-5
CN1CCN(C(=O)c2nn(-c3ccc(F)cc3)c(=O)n(Cc3ccccc3F)c2=O)CC1,12,-6,-6
Cc1nn(C)c(Cl)c1CNC1CCN(c2ccccc2)CC1,14,-7,.
Cc1ccc(C(CNC(=O)c2ccc3c(c2)NC(=O)CN3C)N(C)C)cc1 (stereo unspecified),12,-3,-13
Cc1c(CN2CC[C@@H](N3CCN(C)CC3)[C@H](O)C2)[nH]c2c(Cl)cccc12,-6,-1,.
CCC(=O)N(CC(=O)Nc1nc(-c2ccc(C)cc2)cn1-c1ccc(C)cc1)C(C)C,.,-2,-3
COc1ccc(S(=O)(=O)NCC2CCCN(Cc3cn[nH]c3C3CCCCC3)C2)cc1 (stereo unspecified),0,0,.
COC(=O)C(C)n1cnc2c(nnn2-c2cccc(Cl)c2)c1=O (stereo unspecified),8,-3,.
C/C=C(\C)CN1CCOC2(COCCN(C(=O)c3cccc(OC)c3)C2)C1 (stereo unspecified),8,-6,-11
COc1ccccc1-c1ccc(C(C)NC(=O)c2n[nH]c(=O)[nH]2)cc1 (stereo unspecified),0,-3,.
CN(C)C(=O)CSc1ncnc2sccc12,-1,-2,.
CCO[C@H]1COC[C@@H]1NC(=O)c1cnn2ccn(C)c12,0&7,-8&1,-12
COc1ccc(CNC(=O)c2cccnc2N2CCN(C(=O)c3cc(C)nn3C(C)(C)C)CC2)cc1,-1,-6,-7
CN1CCC(N(C)C(=O)c2ccc(C(=O)NC(C)(C)C)cc2)CC1,11,-13,.
COc1ccc(-c2nc(-c3sccc3C)sc2C)cc1,20,-10,.
CCNc1nc(=S)[nH]c2ccccc12,1,-8,.
CCCc1c(C(=O)O)cnn1-c1ccccc1C,-6,0,-3
COc1ccc(OC)c(C2SC(C)C(=O)N2CCN(C)C(=O)c2cccc(F)c2)c1 (stereo unspecified),12,-3,-7
O=C1C2C3C=CC(C3)C2C(=O)N1Cc1ccccc1Cl (stereo unspecified),-8,-3,-6
COc1cccc(NC(=O)N(CCCN2CCOCC2)CC(=O)N(Cc2ccc(F)cc2)Cc2ccco2)c1,-3,-5,-5
O=C(CSc1nnc(-c2ccccc2)n1-c1ccccc1)N/N=C\c1ccccc1O,-12,-1,-4
CCc1cccc(C)c1NCc1ccc(-n2ccnc2)nc1,3,-5,.
C=CCCC(O)CN(CCCOC)Cc1c(-c2ccccc2)noc1N1CCCCC1 (stereo unspecified),10,-2,-7

# 2 successive entries from above, quoted:
SMILES,NPYLR7 agonist,hcGAS lum,mcGAS inh
CCc1cccc(C)c1NCc1ccc(-n2ccnc2)nc1,3,-5,.
C=CCCC(O)CN(CCCOC)Cc1c(-c2ccccc2)noc1N1CCCCC1 (stereo unspecified),10,-2,-7

# (more compounds)
SMILES,NPYLR7 agonist,hcGAS lum,mcGAS inh
Cc1csc(=O)n1CC(=O)OCC(=O)c1c(N)n(C)c(=O)n(C)c1=O,2,-5,-7
O=S(=O)(c1ccc(Br)cc1)N1CCc2nc(-c3ccccc3)nc(N3CCOCC3)c2C1,0,-5,-4
CC(=O)Nc1ccc(/C=C/C(=O)N2CCNC(=O)C2C(C)C)cc1 (stereo unspecified),7,-7,.
COc1ccc(-c2ccc(=O)n(CCCNC(=O)c3cccs3)n2)cc1,1,0,.
Brc1ccccc1-c1nnc(SCc2nnc(-c3ccco3)o2)o1,8,-3,-2
CCCC(C)CC(=O)NS(=O)(=O)CCCF (stereo unspecified),10,-8,.
COCCCN(CC(=O)N1CCc2sccc2C1COc1ccccc1C)C(=O)c1cccc(Cl)c1 (stereo unspecified),-1,-6,-5
Cc1nnc(SCc2cccs2)[nH]c1=O,2,5,.
O=C1N(Cc2ccccc2)C(c2ccc(C(F)(F)F)cc2)C1(F)F (stereo unspecified),-1,-3,.
O=C(c1cccs1)N1CCCC(OCc2ccc(F)cc2F)C1 (stereo unspecified),-4,0,-3
CC(=O)N1CCN(S(=O)(=O)c2cc(Cl)cc(Cl)c2)CC1,.,-8,-7
CCOC(=O)C1CCN(C(=O)c2coc(CN(CCc3c[nH]c4ccccc34)Cc3cccc(Oc4ccccc4)c3)n2)CC1,8,-3,-4
Cc1ccc(-c2ccc(=O)[nH]n2)cc1-n1cnnc1,4,-5,.
Cc1cc(NC(=O)Cc2ccc3c(c2)CCC3)ccc1N1CCCC1=O,4,-12,.
Cc1ccc(-n2c(-c3ccc(Cl)cc3)cc(C(=O)NCCc3ccccc3)c2C)cc1,-5,-5,-5
O=C(NCCc1ccccc1F)C1CC=CCC1C(=O)N1CCN(c2ccccn2)CC1 (stereo unspecified),-10,-5,.
Cc1nc(-c2ccccc2C)n(Cc2cc(=O)n(C)c(=O)n2C)n1,-3,3,.
Cc1nc(C)c(C(=O)N2CCN(C34CC5CC(CC(C5)C3)C4)CC2)s1,.,-3,-1
Cc1nn(C(C)(C)C)c2nc(C3CC3)cc(C(=O)N(C)c3nccs3)c12,11,-2,.
CC(=O)Nc1nc(C(=O)N(C)C2CCC(c3ccccc3)CC2)cs1 (stereo unspecified),0,-18,.
Cc1cccc(-c2noc(CN(C)Cc3cc4n(n3)CCNC4)n2)c1,15,-6,.
CC(C)c1ccc(OCCN(C)Cc2cc3n(n2)CCCNC3)cc1,-2,-5,.
CC(Sc1nnc(-c2ccc(Br)cc2)o1)C(N)=O (stereo unspecified),-3,1,-4
CCc1ccc(NC(=O)CSc2nc(=O)n(Cc3cccnc3)c3c2CCC3)cc1,-3,-1,0
CN(C)CCNc1nc(C(F)(F)F)nc2ccsc12,4&2,-4&-2,.

# Next part.
SMILES,NPYLR7 agonist,hcGAS lum,mcGAS inh
CN(C)S(=O)(=O)c1cccc(COC(=O)c2cc3c(s2)CCCC3)c1,5,-2,.
CC(Oc1ccc(OCc2ncc(-c3cccs3)o2)cc1)C(N)=O (stereo unspecified),-3,3,.
c1sc(N2CCCCC2)nc1C12CC3CC(CC(C3)C1)C2,-2,-2,.
Cc1ccc(C)c(NC(=O)CSc2nc(=O)n(Cc3ccco3)c3c2CCC3)c1,-1,-8,-10
CCCOc1ccccc1C1NC(=O)N(C)C(C)=C1C(=O)OCC (stereo unspecified),2,-2,-4
O=C(CSc1nc2[nH]ncc2c(=O)n1-c1ccccc1)NCC1CCCO1 (stereo unspecified),9,-5,-8
CCc1nn(C)c(Cl)c1CN1CCCN(c2ccnc(C)c2)CC1,0,-8,.
O=C(c1c(O)cccc1O)N1CCN(CCn2cncn2)CC1,1,-4,.
CC(C)Cn1c(-c2ccccc2)n[nH]c1=S,1,-7,-8
CCCc1cc(OC)cc(O)c1-c1nc(N)nc(C)c1-c1ccc2c(c1)OCCO2,21,0,-2
O=C(Nc1cccc(C(=O)N2CCN(c3cn[nH]c(=O)c3)CC2)c1)C1CCCC1,8,6,-4
O=S(=O)(CC1CC1)c1ncc(CN2CCSCC2)n1CC1CCCCC1,7,-7,.
CCN(CC(=O)Nc1cc(C(C)(C)C)nn1-c1ccccc1Cl)S(=O)(=O)c1ccccc1,11,-4,-7

# An excerpt from above, reduced to mcGAS inh and NPYLR7 agonist.
smiles,mcGAS inh,NPYLR7 agonist
COCCCNC(=O)Nc1nc2c(s1)CCCCCC2,-5,.
COCCn1cnnc1CN(C)C(=O)c1ccc2c(c1)CCO2,4,4
O=C1C(C(c2ccccc2Cl)N2CCC(O)CC2)Sc2nc(-c3ccco3)nn21 (stereo unspecified),-7,-6
COc1cccc(OCCc2c(C)n[nH]c2C)c1,.,6
